Screens from PubChem BioAssay.
SIAE inh: human SIAE inhibition, primary screen | SIAE FP-Rh probe binding, fluorescence polarization | inhibition, % at 9.66 µM | hit rate 0.69% among 370,000 | AID 1053197;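 active means inhibition above a cutoff: mean of compounds within the control limits plus 3 SD of those, cut at about 17% in these data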;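 further: 0% = plate median of compound wells and 100% = probe without SIAE protein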
Target sequence (Q9HAT2 whole entry, looked up): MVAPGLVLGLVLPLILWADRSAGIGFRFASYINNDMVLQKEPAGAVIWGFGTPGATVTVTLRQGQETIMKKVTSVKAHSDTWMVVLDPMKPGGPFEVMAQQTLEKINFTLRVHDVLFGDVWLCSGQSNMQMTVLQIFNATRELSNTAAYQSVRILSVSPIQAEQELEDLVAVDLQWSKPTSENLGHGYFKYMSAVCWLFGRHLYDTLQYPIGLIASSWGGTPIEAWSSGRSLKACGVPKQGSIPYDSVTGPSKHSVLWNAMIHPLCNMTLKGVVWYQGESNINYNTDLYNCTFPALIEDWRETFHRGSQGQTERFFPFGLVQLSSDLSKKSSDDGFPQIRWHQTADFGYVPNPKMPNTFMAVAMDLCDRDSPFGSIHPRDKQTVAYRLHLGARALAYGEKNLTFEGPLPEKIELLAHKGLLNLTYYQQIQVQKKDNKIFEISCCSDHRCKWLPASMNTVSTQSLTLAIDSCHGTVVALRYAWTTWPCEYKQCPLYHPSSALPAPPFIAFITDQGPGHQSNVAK
TCR-CD3 inh: inhibitors of human TCR-CD3 interaction; TAMRA-labeled TCR probe fluorescence, biochemical; inhibition, % at 9.4 µM; hit rate 0.37% among 360,000; AID 651800; in the data active means inhibition above about 19%;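 further: recombinant mutant TCR 2C K166C tagged with TAMRA read by polarization; 0% = receptor in buffer alone and 100% = receptor with positive control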
LEDGF integ inh: blocks HIV-1 LEDGF/p75-dependent DNA integration; TR-FRET IN-LEDGF/p75 DNA integration, Eu/Cy5; inhibition, % at 3.7 µM; hit rate 0.64% among 370,000; AID 743269;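 active means inhibition above the screen-wide mean plus 3 SD, cut at about 13% in these data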;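 further: signal is the Cy5 over europium emission ratio at 671 and 618 nm; 0% = plate median of compound wells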
NR1D1 modulator: modulators of human Rev-erb alpha DNA binding; P20393; Rev-erbα–FITC-DNA binding, fluorescence polarization, 90 min; activity, % at 10 µM; hit rate 0.79% among 370,000;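 active means activity above about 14%, limit read from the data; passing the limit was not always enough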;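 further: 0% = DMSO wells with 35 nM protein and 100% = DMSO wells with 750 nM protein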
TDP2 absorb: TDP2 (human) inhibition, absorbance primary screen; recombinant TDP2, T5PNP hydrolysis, p-nitrophenol absorbance 415 nm; inhibition, % at 12.8 µM; hit rate 0.34% among 370,000; AID 720702;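 active means inhibition above the mean of all tested compounds plus 3 SD, set per campaign, cut at about 25% in these data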;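 further: 0% = DMSO with enzyme and 100% = buffer with substrate but no TDP2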
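Assay system: Recombinant human TDP2 | Quantity: 120 nM TDP2 per well | Incubation: 2 h at 37 °C | Signal: Epi absorbance | Evaluation: Percent inhibition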
PG9 Ab binder: binds the HIV-1 gp120 antibody PG9; TR-FRET gp120-PG9 antibody binding; inhibition, % at 6.7 µM; hit rate 0.43% among 360,000; AID 624416; in the data active means inhibition above about 8.5%
ABHD4 inh: ABHD4 (mouse) inhibition, primary FP screen. purified mABHD4, FP-Rh probe fluorescence polarization. Q8VD66. inhibition, % at 8.92 µM. hit rate 0.54% among 370,000;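 active means inhibition exceeding the mean over every tested compound plus 3 SD, cut at about 30% in these data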;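 further: 0% = plate median of compound wells and 100% = S159A mutant with DMSO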
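Assay system: Wild-type mouse ABHD4 protein | Medium: HEPES pH 7.0 buffer, 150 mM NaCl, 0.01% Pluronic F-127 | Incubation: Enzyme–compound pre-incubation 45 min, then probe 60 min, both 25 °C | Technique: Fluorescence polarization with parallel and perpendicular emission, 525/598 nm | Evaluation: % inhibition of FP-Rh probe binding versus controls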
rCAG binder: binds r(CAG) RNA repeats. AID 651821. inhibition, % at 3 µM. hit rate 1.3% among 370,000. r(CAG) RNA repeat, TO-PRO-1 dye displacement fluorescence;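 active means inhibition above the plate cutoff, the mean of all test compounds on that plate plus 3 SD, cut at about 35% in these data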;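 further: 0% = DMSO alone and 100% = 100 µM mitoxantrone as full dye displacement; higher means more dye released from RNA so lower well fluorescence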
PRMT1 FP inh: blocks human protein arginine methyltransferase 1 | Q99873 | recombinant PRMT1, activity-based probe fluorescence polarization | inhibition, % at 2.79 µM | hit rate 1.3% among 370,000;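 active means inhibition above about 21% made by adding two undisclosed values, limit read from the data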
HTRA1 inh: inhibitors of human serine peptidase HTRA1; recombinant HTRA1, FP-rhodamine activity-based probe, fluorescence polarization; inhibition, % at 5.96 µM; hit rate 0.5% among 340,000; Q92743; in the data active means inhibition above about 36%;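 further: 0% = enzyme with DMSO and 100% = wells lacking enzyme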
Target sequence (Q92743 whole entry, looked up): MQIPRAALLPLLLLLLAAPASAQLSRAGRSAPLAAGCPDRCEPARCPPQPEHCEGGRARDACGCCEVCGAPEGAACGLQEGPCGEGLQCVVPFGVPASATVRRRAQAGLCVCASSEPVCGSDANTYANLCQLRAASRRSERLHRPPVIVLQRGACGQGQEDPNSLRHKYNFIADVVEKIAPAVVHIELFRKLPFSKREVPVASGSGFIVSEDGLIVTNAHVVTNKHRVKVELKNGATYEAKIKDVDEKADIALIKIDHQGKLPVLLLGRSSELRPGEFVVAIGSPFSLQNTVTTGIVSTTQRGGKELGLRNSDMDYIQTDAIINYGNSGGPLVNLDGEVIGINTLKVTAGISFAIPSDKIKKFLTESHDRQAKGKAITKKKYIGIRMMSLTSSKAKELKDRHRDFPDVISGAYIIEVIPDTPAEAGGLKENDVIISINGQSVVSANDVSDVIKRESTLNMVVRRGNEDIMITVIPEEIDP
* = called active by the depositor; nt = no result given. Some of the compounds tested, so the mix of outcomes need not match the whole.

SMILES | SIAE inh | TCR-CD3 inh | LEDGF integ inh | NR1D1 modulator | TDP2 absorb | PG9 Ab binder | ABHD4 inh | rCAG binder | PRMT1 FP inh | HTRA1 inh
O=c1[nH]c2cc3c(cc2cc1C(c1nnnn1Cc1ccccc1)N1CCCc2ccccc21)OCO3 (stereo unspecified) | 6.6 | 5.4 | -1.6 | 8.7 | -7.9 | 1.2 | 9.5 | 4.3 | -1.2 | nt
Cc1cccc(N2C(=O)C(O)=C(C(=O)c3cccs3)C2c2ccc(Cl)cc2)n1 (stereo unspecified) | 3.4 | 5.2 | -1.1 | -2.1 | 7.0 | 5.3 | 5.5 | 15.8 | 0.9 | -6.1
CCS(=O)(=O)N1CCC(C(=O)NCc2ccc(F)cc2)CC1 | -2.8 | -0.9 | 4.7 | -5.2 | -14.2 | -0.3 | 0.3 | 0.3 | -4.0 | 2.1
Cc1cccc(NC2(C(=O)O)CCCC2)c1 | 2.5 | -13.6 | -7.3 | 10.4 | 1.8 | -2.5 | -3.0 | 13.6 | 1.8 | 5.9
O=C(NCc1cccs1)c1ccc2sc([C@H]3C[C@H](O)[C@@H](CO)O3)nc2c1 | -2.0 | -2.4 | -3.8 | -2.5 | 1.4 | -1.4 | 6.9 | -0.4 | 8.3 | nt
Cc1cc(C)cc(N(CC(=O)Nc2ccccc2C(=O)N2CCOCC2)S(C)(=O)=O)c1 | 4.3 | -0.8 | 1.8 | 4.4 | 7.8 | -0.7 | -4.1 | -3.4 | 0.0 | -2.5
NC(=O)c1ccc(NC(=O)CSc2nnc(-c3ccc4c(c3)OCO4)o2)cc1 | 2.9 | 4.0 | -0.2 | -14.4 | -6.3 | 5.6 | 0.7 | 5.0 | -3.0 | -3.3
COc1cccc(CN(C)C(=O)CCNC(=O)c2ccco2)c1 | 2.7 | -7.4 | -2.5 | 5.1 | 3.8 | -0.8 | 4.9 | -0.8 | 2.8 | 7.0
CCOC(=O)c1c(C)[nH]c(C(=O)COC(=O)c2ccc(O)cc2)c1C | -29.6 | 12.9 | -1.3 | 7.3 | -12.7 | 4.1 | -15.0 | 5.2 | 0.8 | -24.8
CCCCN=C(C)c1c(O)c2ccccc2oc1=O | -3.9 | 10.7 | 3.8 | -0.5 | -3.1 | -2.2 | 1.3 | 2.4 | 0.6 | -0.3
CCO[C@@H]1OC(C(=O)NCc2ccccc2)=C[C@H](c2coc3ccccc3c2=O)[C@H]1CCCO | -1.6 | -0.4 | -3.2 | -2.7 | 1.8 | -0.7 | 3.1 | -9.1 | 1.0 | -10.7
Cc1ccc(S(=O)(=O)NC2=NCN(C3CCN(Cc4ccccc4)CC3)CN2)cc1 | 2.9 | 4.2 | -0.9 | 3.2 | 7.0 | 0.3 | -2.0 | -3.4 | -2.7 | -3.7
CC(=O)c1cc2c(cc1NC(=O)CN1Cc3ccccc3C1=O)OCO2 | 7.5 | 7.8 | 3.7 | -4.1 | 17.3 | 0.2 | 7.4 | 2.4 | 2.5 | -0.4
Cc1ccc(C(=O)NC2CCN(Cc3ccccc3)CC2)cc1S(=O)(=O)N1CCOCC1 | 2.1 | 4.0 | 3.3 | -1.3 | 2.7 | -1.4 | 0.8 | -3.7 | -1.8 | 8.5
O=C(Nc1cccc2nsnc12)C1CC(=O)N(c2ccccc2)C1 (stereo unspecified) | -4.9 | -1.9 | -1.5 | 8.1 | -8.5 | 1.9 | -5.0 | 5.6 | 6.9 | 4.2
COCCCNC(=O)CN1C(=O)/C(=C/c2ccccc2)Sc2ccccc21 | 0.9 | -4.7 | -5.8 | -0.7 | 12.5 | -1.5 | -0.7 | 4.8 | 2.5 | 4.3
CCCOc1ccc2nc(C)c(CCC)c(SC(=N)N)c2c1 | -1.7 | 1.6 | -0.2 | 2.8 | 12.9 | -2.1 | 0.7 | 7.7 | 0.8 | -8.6
C=CCn1c(SCc2nc3ccccc3[nH]2)nnc1-c1ccncc1 | -0.7 | 3.5 | -0.6 | 1.2 | 6.9 | 2.4 | 13.2 | 4.5 | 0.1 | -4.5
CC(CC(=O)Nc1ncc([N+](=O)[O-])s1)c1ccccc1 (stereo unspecified) | 9.2 | -3.9 | -4.4 | -3.9 | 0.0 | 1.4 | 4.1 | 4.8 | 3.7 | -5.2
Cc1cc(Nc2nn(C)c(N)c2C#N)ccc1F | 4.4 | -9.8 | -1.4 | -3.2 | -1.3 | 0.1 | -3.3 | -2.2 | 1.1 | -0.1
O=C(c1ccccc1)c1nc[nH]c1C(=O)Nc1ccccc1 | -15.9 | -4.7 | -1.4 | 3.1 | -8.3 | 1.7 | -1.9 | 5.7 | 2.1 | -1.9
CCCC(C)C(=O)Nc1ncc(S(=O)(=O)c2ccc([N+](=O)[O-])cc2)s1 (stereo unspecified) | -1.3 | 7.1 | 1.8 | -5.0 | -10.2 | -0.2 | 6.7 | 12.8 | 1.2 | -0.6
NS(=O)(=O)c1ccc(CCNC(=O)CCCn2ncn3c(cc4occc43)c2=O)cc1 | 6.6 | 1.3 | 7.6 | 1.7 | -11.8 | 0.7 | -8.9 | 3.7 | -4.5 | 2.5
Cc1onc(-c2ccccc2)c1C(=O)N1CCN(c2ncccc2C(F)(F)F)CC1 | -0.1 | 8.9 | -1.5 | 3.7 | 11.6 | -2.6 | -2.8 | -8.7 | 2.0 | -0.5
O=C(Cn1nc(C(F)F)cc1C1CC1)N1CCCC1 | 0.4 | 3.0 | 2.7 | 2.5 | -6.0 | -1.1 | -4.1 | -0.4 | -0.7 | -2.9
CC(C)Cc1ccc(C(C)C(=O)Nc2ncccn2)cc1 (stereo unspecified) | -0.4 | 7.8 | 2.2 | 9.3 | 0.4 | 1.4 | -1.0 | -3.4 | -5.6 | 7.3
O=C(NC1CCN(c2ncccn2)CC1)c1cccc(F)c1 | -6.6 | -1.6 | 1.9 | -3.8 | -9.7 | -1.2 | -7.9 | -3.1 | 8.5 | -6.8
CC(=O)Oc1ccc2ccccc2c1C(NC(=O)Cc1ccccc1)c1ccc(Cl)cc1 (stereo unspecified) | -23.3 | 4.6 | 1.1 | 4.2 | 0.3 | 0.7 | -52.3 | 3.7 | 3.6 | -51.4
CCOC(=O)C1CCN(S(=O)(=O)c2ccc(-c3ccc(=O)[nH]n3)o2)CC1 | 6.3 | -0.8 | -4.8 | 5.7 | -0.1 | -1.1 | 2.3 | 3.5 | 0.9 | 2.4
COc1cc(NS(=O)(=O)c2ccc(NC(=O)COc3cccc(C)c3)cc2)nc(OC)n1 | 4.1 | -4.6 | 0.6 | -6.0 | -2.2 | 0.2 | -15.1 | 25.6 | 6.3 | -15.1
CC1=C(C(=O)NC2CCCc3c2cnn3-c2cccc(C)c2C)OCCO1 (stereo unspecified) | 1.3 | 0.5 | 1.4 | 3.5 | -3.3 | 0.9 | 7.6 | -7.7 | -0.2 | 4.2
COc1ccc(C(CNC(=O)c2cccc(S(=O)(=O)N3CCCc4ccccc43)c2)N(C)C)cc1 (stereo unspecified) | 3.0 | -3.2 | -0.9 | -1.5 | -10.8 | 0.1 | 2.8 | 2.9 | -1.6 | 0.7
Clc1ccccc1-c1nnc2sc(-c3ccco3)nn12 | -1.0 | 5.5 | -0.2 | 0.3 | 1.1 | -1.1 | -1.3 | -3.6 | -1.4 | -4.9
CC1(C)CC(NC(=O)C(c2ccccc2)c2ccccc2)CC(C)(C)N1 | -2.4 | 0.8 | -1.5 | -1.8 | 10.2 | -0.9 | 2.0 | -0.7 | -2.5 | -2.3
COc1cccc2cc(-c3cc(=O)oc4ccc(O)cc34)oc12 | -13.4 | -1.7 | 5.5 | -13.1 | -14.6 | -1.6 | -8.2 | 31.5 | 14.2 | -40.2
CCOC(=O)N1CCN(C(=O)c2cc3sccc3n2C)CC1 | -0.5 | 2.2 | -4.2 | -3.5 | -7.8 | 0.3 | 3.7 | -4.3 | 4.1 | 5.7
Cc1c(NC(=O)CCc2ccccc2)cccc1[N+](=O)[O-] | 2.1 | 0.5 | 1.8 | -3.5 | -3.8 | -2.1 | 1.6 | 1.0 | -1.4 | -3.4
COc1ccc(C(=O)Nc2cccnc2Cl)cc1OC | 5.6 | 3.9 | -2.4 | -2.8 | 10.7 | -1.0 | 4.2 | -1.2 | 0.2 | 4.3
COC(=O)CC(=O)Cc1nc(N)nc(Nc2ccc(C)c(C)c2)n1 | -5.9 | 4.0 | 1.9 | -6.0 | 6.5 | -1.3 | 0.9 | 0.5 | 1.1 | -0.3
O=C(c1cc2ccccn2n1)N1CCN(c2cccc(C(F)(F)F)c2)CC1 | 1.3 | 2.9 | -0.5 | 3.0 | 6.4 | -0.3 | 3.9 | -7.8 | 3.9 | 3.7

Three compounds from above, reduced to HTRA1 inh and SIAE inh.
| smiles | HTRA1 inh | SIAE inh |
| --- | --- | --- |
| CC(C)Cc1ccc(C(C)C(=O)Nc2ncccn2)cc1 (stereo unspecified) | 7.3 | -0.4 |
| CCCC(C)C(=O)Nc1ncc(S(=O)(=O)c2ccc([N+](=O)[O-])cc2)s1 (stereo unspecified) | -0.6 | -1.3 |
| CC(=O)Oc1ccc2ccccc2c1C(NC(=O)Cc1ccccc1)c1ccc(Cl)cc1 (stereo unspecified) | -51.4 | -23.3 |

Returning to the listing, repeating the 2 entries before the break.
SMILES | SIAE inh | TCR-CD3 inh | LEDGF integ inh | NR1D1 modulator | TDP2 absorb | PG9 Ab binder | ABHD4 inh | rCAG binder | PRMT1 FP inh | HTRA1 inh
COC(=O)CC(=O)Cc1nc(N)nc(Nc2ccc(C)c(C)c2)n1 | -5.9 | 4.0 | 1.9 | -6.0 | 6.5 | -1.3 | 0.9 | 0.5 | 1.1 | -0.3
O=C(c1cc2ccccn2n1)N1CCN(c2cccc(C(F)(F)F)c2)CC1 | 1.3 | 2.9 | -0.5 | 3.0 | 6.4 | -0.3 | 3.9 | -7.8 | 3.9 | 3.7
CCOC(=O)C1(Cc2cccc(OC)c2)CCN(Cc2cccc(OCC)c2O)CC1 | -1.5 | 5.9 | 3.0 | -6.3 | -10.2 | -1.0 | -0.5 | -10.1 | -4.0 | -24.7
CCCCn1c(-c2ccccc2)nnc1-c1ccccc1 | 5.8 | 1.4 | -3.1 | -1.8 | -2.9 | -1.0 | -3.3 | -11.7 | -2.5 | 1.6
CCC(C)(C)n1nnnc1C(c1cc2cc3c(cc2[nH]c1=O)OCO3)N1CCN(C)CC1 (stereo unspecified) | 10.1 | 2.1 | 3.3 | 9.4 | 5.9 | 0.1 | 0.3 | 1.7 | 1.4 | -0.3
O=C(C(=O)N1CCC(CNS(=O)(=O)c2ccc(F)cc2)CC1)c1cccs1 | -3.5 | -9.2 | -3.2 | -6.3 | 3.9 | 1.0 | -0.7 | 0.7 | 3.5 | nt
CCOc1ncccc1C(=O)OCC(=O)N1c2ccccc2CC1C (stereo unspecified) | 0.6 | -0.4 | 2.1 | -4.2 | -2.8 | -0.7 | -0.1 | 0.7 | -1.4 | -4.7
COc1ccccc1CN1CC(C(=O)N(C)CCc2ccccn2)CCC1=O (stereo unspecified) | -12.3 | 9.0 | 4.4 | -2.0 | -17.6 | -0.2 | -6.9 | 2.7 | -4.3 | -0.8
CC(=NNC(=O)CSCC(=O)NN=C(C)c1ccccc1)c1ccccc1 | 1.1 | -0.5 | -4.0 | 0.7 | 3.7 | -0.9 | 1.9 | -0.2 | -2.8 | 9.1
COCc1cc(CN2CCN(CCCc3ccccc3)C(CCO)C2)ccc1OC (stereo unspecified) | 1.0 | 1.4 | 0.4 | 3.7 | 3.4 | -3.5 | -0.4 | -10.4 | -10.3 | 10.2
